PME-1 inh: blocks human protein phosphatase methylesterase 1; recombinant PME-1, FP-Rh probe fluorescence polarization; inhibition, % at 5.9 µM; Q9Y570; hit rate 0.53% among 320,000;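 active = inhibition above the campaign mean of all compounds plus 3 SD, cut at about 26% in these data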;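 note: competitive labeling of PME-1 active site by serine hydrolase directed probe; 0% = PME-1 with DMSO and 100% = wells lacking PME-1 enzyme; inhibitors block probe labeling so polarization falls and inhibition rises; many of its hits are not listed in these tables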
Efflux pump inh: inhibitors of Candida antifungal efflux pumps expressed in yeast | S. cerevisiae Candida pump triplex, Nile Red efflux | inhibition, % at 10 µM | hit rate 0.44% among 330,000 | AID 485275;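 active = plate passing quality check with inhibition over a set limit, or well fluorescence over plate mean plus 4 SD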;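 note: Nile Red retained in pooled yeast measured as flow cytometry median fluorescence; 0% = buffer negative control and 100% = Enniatin B positive control; higher means more Nile Red kept so more efflux inhibition; some compounds called inactive have numbers as strong as hits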
GLD-1 RNA inh: GLD-1-TGE RNA interaction inhibition (C. elegans) | purified GLD-1 + fluorescein TGE RNA, fluorescence polarization | inhibition, % at 5.96 µM | hit rate 0.44% among 320,000 | AID 2280;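 active = percent inhibition above a per-plate cutoff, the plate mean of test compounds plus 3 SD, cut at about 30% in these data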;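 note: 0% = DMSO wells with GLD-1 and probe and 100% = wells lacking GLD-1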
MCL1-BIM inh: inhibitors of human MCL1 binding to BIM-BH3 peptide; GST-MCL1 / FITC-Bim-BH3 fluorescence polarization; Q07820; inhibition, % at 10.9 µM; hit rate 0.68% among 320,000;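 active = inhibition above the mean inhibition of all tested compounds plus 3 SD, set per campaign, cut at about 40% in these data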;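 note: 0% = DMSO wells and 100% = unlabeled Bim-BH3 peptide control; higher means more loss of mP so more displacement of Bim peptide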
Fam108B inh: blocks mouse Fam108B hydrolase in RBBP9 counter-screen; hit rate 0.33% among 300,000; recombinant Fam108B, FP-Rh probe fluorescence polarization; inhibition, % at 9.51 µM; AID 1947;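 active = inhibition above the screen mean inhibition plus 3 SD, computed separately per campaign, cut at about 18% in these data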;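 note: inhibitors lower polarization as less probe binds the enzyme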
GRK2 aptamer HTS: inhibitors of human GRK2 displacing RNA aptamer | bead flow cytometry, FAM-aptamer displacement from GRK2 | inhibition of aptamer binding, % at 10 µM | hit rate 0.59% among 330,000 | P25098;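 active = inhibition of aptamer binding above 40%, roughly 3 SD of noise, on plates passing a quality check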;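 note: median bead fluorescence of bound FAM aptamer so fluorescent compounds give negative values; no value below 0 was filed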
MEX-5 binding: C. elegans MEX-5 TCR-2 RNA binding activity; Q9XUB2; MEX-5/FITC-TCR2 RNA binding, fluorescence polarization; stronger effect = lower value; activity score (negative = inhibition of binding), % at 10 µM; hit rate 0.38% among 300,000; AID 1832;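 active = inhibition past about -25% in most replicates, and total fluorescence under double the plate's negative control median, limit read from the data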;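 note: 0% = DMSO and -100% = 5 µM competing unlabeled TCR2 RNA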
BCLXL inh: blocks human Bcl-xL binding to Bim BH3 peptide. inhibition, % at 10.9 µM. hit rate 0.7% among 320,000. AID 2129. Q07817. GST-Bcl-xL / FITC-Bim BH3 peptide fluorescence polarization;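 active = inhibition above the mean of all tested compounds plus 3 SD, cutoff set per campaign, cut at about 30% in these data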;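 note: 0% = DMSO wells and 100% = unlabeled Bim-BH3 peptide competitor; inhibitors lower millipolarization by displacing the labeled peptide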
VLA-4 inh: inhibition in a human VLA-4 binding assay | inhibition, % (about 7 µM as worked out from the volumes in the protocol) | hit rate 0.2% among 330,000 | VLA-4 expressing cells, ligand binding flow cytometry | P13612; in the data active = inhibition above about 50%
Target sequence (P13612 whole entry, looked up): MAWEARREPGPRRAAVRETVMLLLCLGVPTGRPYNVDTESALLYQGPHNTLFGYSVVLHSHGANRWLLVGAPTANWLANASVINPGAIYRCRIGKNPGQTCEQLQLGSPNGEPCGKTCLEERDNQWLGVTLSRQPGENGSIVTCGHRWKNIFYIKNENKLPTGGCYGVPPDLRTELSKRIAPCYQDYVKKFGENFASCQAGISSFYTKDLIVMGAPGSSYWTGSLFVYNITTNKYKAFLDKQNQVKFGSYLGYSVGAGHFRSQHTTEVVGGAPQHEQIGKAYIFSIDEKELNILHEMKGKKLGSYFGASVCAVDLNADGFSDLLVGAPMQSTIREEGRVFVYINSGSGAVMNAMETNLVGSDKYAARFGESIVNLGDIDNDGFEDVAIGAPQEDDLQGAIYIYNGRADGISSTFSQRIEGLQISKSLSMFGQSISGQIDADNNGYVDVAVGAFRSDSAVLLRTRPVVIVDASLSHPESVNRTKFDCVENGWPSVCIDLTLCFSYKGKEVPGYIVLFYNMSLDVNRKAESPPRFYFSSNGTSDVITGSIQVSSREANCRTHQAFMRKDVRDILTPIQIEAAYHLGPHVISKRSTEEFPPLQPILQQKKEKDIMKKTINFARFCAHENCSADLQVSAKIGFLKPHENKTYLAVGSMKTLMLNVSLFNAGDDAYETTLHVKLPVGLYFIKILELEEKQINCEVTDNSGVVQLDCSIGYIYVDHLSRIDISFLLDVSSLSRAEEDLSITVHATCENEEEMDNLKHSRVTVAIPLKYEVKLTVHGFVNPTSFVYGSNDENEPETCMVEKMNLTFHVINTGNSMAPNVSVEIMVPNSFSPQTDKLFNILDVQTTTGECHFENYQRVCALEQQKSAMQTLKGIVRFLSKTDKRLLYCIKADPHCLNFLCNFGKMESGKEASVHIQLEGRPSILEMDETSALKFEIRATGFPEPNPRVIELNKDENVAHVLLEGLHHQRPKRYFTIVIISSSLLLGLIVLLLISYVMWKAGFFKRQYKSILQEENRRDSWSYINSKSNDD
* marks the source's active call; other numbers are inactive results; . = not tested or not shown.

SMILES	PME-1 inh	Efflux pump inh	GLD-1 RNA inh	MCL1-BIM inh	Fam108B inh	GRK2 aptamer HTS	MEX-5 binding	BCLXL inh	VLA-4 inh
O=C(OCCN1C(=O)c2ccccc2C1=O)c1cccc(OC(F)F)c1	1	0.1	3	-1	0	0	1.6	0	20
COC(=O)c1cn(C(=O)c2ccc(OC)c(OC)c2)c2ccccc12	10	0.1	3	1	3	0	2.7	8	7
O=C(Sc1nnnn1C1CCCCC1)c1cccs1	-6	0.4	-7	-21	-1	2	3.4	-46	-3
CNC(=S)N/N=C/c1ccccc1Cl	-3	-0.1	-9	10	7	0	-2.0	4	-21
COc1ccc(C(CNC(=O)c2ccc(OCc3c(C)noc3C)cc2)N2CCCC2)cc1 (stereo not given)	2	0.0	0	-10	.	0	.	-2	8
CC(NC(=O)Cn1cnnn1)c1cccc(C(F)(F)F)c1 (stereo not given)	-1	0.0	-5	0	4	3	4.0	1	-6
CCOCCn1c2ccccc2c2nc3ccccc3nc21	6	0.0	5	6	3	3	-1.2	2	-3
CN1C/C(=C\c2ccc(N3CCOCC3)cc2)C(=O)/C(=C/c2ccc(N3CCOCC3)cc2)C1	-4	0.8*	-24	-65	-3	4	4.3	-25	-79
Cc1ccc(S(=O)(=O)N2CCOC23CCN(C(=O)C(=O)NCCC(C)C)CC3)cc1	-8	0.1	3	2	-4	4	1.8	2	7
c1cncc(CNc2ncnc3ccc(-c4ccc5c(c4)OCCO5)cc23)c1	.	0.0	4	.	.	0	.	.	10
CCN(CC(=O)Nc1cccc(F)c1)CC(=O)Nc1ccccc1OC	-6	-0.3	3	-4	-4	2	1.2	-10	10
CC(C)Cc1nc(SCC(=O)NCc2ccccc2)n[nH]1	4	-0.2	4	12	-4	0	-3.1	7	-7
O=C(COc1ccccc1)NCC(=O)N/N=C/c1cc(Br)ccc1OCc1ccccc1	-24	0.0	-10	-17	-21	1	-1.5	-3	-10
COc1ccc(C2N(c3cc(Cl)ccc3OC)C(=O)C3CCCN32)c(OC)c1 (stereo not given)	4	0.0	-5	-1	1	1	-0.9	2	-7
CC1CCC2(CC1)NC(=O)N(CC(=O)N1CCN(c3ccccc3)CC1)C2=O (stereo not given)	-7	-0.3	-5	-16	.	0	.	-11	10
COc1ccc(C(=O)CSc2ncn[nH]2)cc1OC	0	0.2	4	6	-5	1	2.7	0	9
CC(=O)Nc1ccc(S(=O)(=O)NCc2ccc(C(=O)NCc3ccc(Cl)cc3)cc2)cc1	-19	-0.1	0	-4	-9	0	2.0	4	9
Cc1cc(OC(C)C(=O)N2C[C@H]3C[C@@H](C2)c2cccc(=O)n2C3)c2c(C)c(C)c(=O)oc2c1 (stereo not given in full)	-2	-0.1	0	-6	0	2	-0.2	-2	-5
CCOC(=O)c1c(NC(=O)CN(C)C2CCN(C)CC2)sc(C(=O)Nc2ccccc2)c1C	-4	-0.1	-4	6	-6	0	-2.4	5	6
NCCNc1ccc([N+](=O)[O-])c(NC2CC2)c1	-2	0.0	6	-1	-1	0	1.7	1	.
CCOCCCNC(=O)C(c1ccc(OC)cc1)N(Cc1ccc2c(c1)OCO2)C(=O)CNC(C)=O (stereo not given)	2	0.3	-2	-5	-2	1	-1.5	-3	3
COc1cccc(N2CCN(c3c(C#N)c(C(F)(F)F)nn3C)CC2)c1	-2	0.1	5	7	1	4	0.0	6	-11
CC1Sc2ccc(S(=O)(=O)CCC(=O)NC3CCCC(C)C3C)cc2NC1=O (stereo not given)	0	0.0	-14	2	9	1	2.2	6	-3
Cc1ccc(S(=O)(=O)N2CCCOC2CNC(=O)C(=O)NCc2ccccn2)cc1 (stereo not given)	-6	0.0	0	5	1	4	1.0	8	6
CC(C)CCn1c(=O)c2sccc2n2c(CCCC(=O)N3CCC(N4CCCCC4)CC3)nnc12	7	-0.2	1	3	-1	2	-2.2	3	5
Cc1ccc(SCC(=O)OCC(=O)NCc2ccco2)cc1	-2	0.1	0	-2	.	4	.	-2	4
CCOc1ccc(CCNC(=O)COC(=O)Cn2cnc3c2c(=O)n(C)c(=O)n3C)cc1OCC	0	-0.1	4	-18	5	0	-1.2	-3	-2
c1ccc(Cc2c[nH]c3ccccc23)cc1	-2	0.2	5	2	-6	1	-0.7	4	-3
CC(=O)Nc1cccc(NC(=O)CSc2ccc(-c3ccco3)nn2)c1	1	-0.5	-1	15	3	0	1.2	6	-4
CCOC(=O)N1CC=C2C(C#N)=C(N)C(C#N)(C#N)[C@H](c3cccs3)[C@H]2C1	20	-0.4	21	17	-2	0	-19	21	6
CN(C)c1ccc(CN2CCCC(O)C2)cc1 (stereo not given)	6	0.0	6	8	1	3	1.5	13	7
NC(=O)CN1CCN(Cc2ccc3c(c2)OCO3)CC1	-2	-0.1	9	-1	1	0	-1.8	5	-3
OCCNCC(O)Cn1ccc2ccccc21 (stereo not given)	-6	0.0	0	-1	4	1	1.4	4	2
Cc1ccc(C(=O)Nc2cnc3ccccc3c2)cc1	-2	0.0	2	10	0	3	-1.7	7	11
O=C(NCc1cccnc1)c1ccc(S(=O)(=O)N2CCCCC2)cc1	2	-0.5	2	1	0	2	-3.6	3	10
COc1ccccc1-c1nc(SC)n[nH]1	-2	0.0	3	-3	2	0	0.1	0	0

Some of the entries so far, with values under each structure.
Values in the order: PME-1 inh	Efflux pump inh	GLD-1 RNA inh	MCL1-BIM inh	Fam108B inh	GRK2 aptamer HTS	MEX-5 binding	BCLXL inh	VLA-4 inh
Cc1ccc(C(=O)Nc2cnc3ccccc3c2)cc1
  -2	0.0	2	10	0	3	-1.7	7	11
CN(C)c1ccc(CN2CCCC(O)C2)cc1 (stereo not given)
  6	0.0	6	8	1	3	1.5	13	7

Random excerpt: 5 compounds from above.
SMILES	PME-1 inh	Efflux pump inh	GLD-1 RNA inh	MCL1-BIM inh	Fam108B inh	GRK2 aptamer HTS	MEX-5 binding	BCLXL inh	VLA-4 inh
Cc1ccc(SCC(=O)OCC(=O)NCc2ccco2)cc1	-2	0.1	0	-2	.	4	.	-2	4
CC(=O)Nc1cccc(NC(=O)CSc2ccc(-c3ccco3)nn2)c1	1	-0.5	-1	15	3	0	1.2	6	-4
CCOC(=O)N1CC=C2C(C#N)=C(N)C(C#N)(C#N)[C@H](c3cccs3)[C@H]2C1	20	-0.4	21	17	-2	0	-19	21	6
CC(C)CCn1c(=O)c2sccc2n2c(CCCC(=O)N3CCC(N4CCCCC4)CC3)nnc12	7	-0.2	1	3	-1	2	-2.2	3	5
CN(C)c1ccc(CN2CCCC(O)C2)cc1 (stereo not given)	6	0.0	6	8	1	3	1.5	13	7

Further compounds
SMILES	PME-1 inh	Efflux pump inh	GLD-1 RNA inh	MCL1-BIM inh	Fam108B inh	GRK2 aptamer HTS	MEX-5 binding	BCLXL inh	VLA-4 inh
CCCN(CC(=O)Nc1ccccc1OC)C(=O)CCC(=O)c1ccc(OCC)cc1	0	0.0	7	2	.	0	.	0	22
Cc1ccccc1-c1cc(C(=O)NCc2cccc(C(F)(F)F)c2)nn1CC1CC(c2cccc([N+](=O)[O-])c2)=NO1 (stereo not given)	-1	0.0	0	1	-3	0	.	1	5
Cc1ccc(O)c(Sc2cc(C)ccc2O)c1	7	-0.1	5	9	3	15	1.3	6	8
CCOC(=O)c1cc(S(=O)(=O)NC2CCN(C(=O)OCC)CC2)cn1C	1	0.1	6	16	7	0	-2.4	10	14
CC(C)(C)OC(=O)NCCOC(=O)c1[nH]cnc1C(=O)NCc1ccccc1	6	0.1	-8	3	.	1	.	-7	16
O=C(CCCCC(=O)Nc1ccc(F)cc1)Nc1ccc(F)cc1	0	-0.1	3	-1	-4	1	-4.4	-3	15
CCN(CCN(C)C)C(=O)Cn1ncc2c1-c1cc(C)ccc1OC2	3	-0.3	6	-1	-2	2	-2.1	1	2
COc1ccc(CNCCC(c2ccccc2)c2ccc(OC(C)C)cc2)cc1OC (stereo not given)	4	0.3	-11	0	6	0	0.7	0	5
CCC(=O)c1c(NC)cc(C)oc1=O	0	0.0	9	-3	0	0	-0.1	2	7
COc1ccc(/C=C2\CN(Cc3ccccc3)C/C(=C\c3ccc(OC)c(O)c3)C2=O)cc1O	27*	0.1	8	3	16	1	-3.2	3	2
CCOC(=O)N1CCN(Cc2nc(N)nc(Nc3ccc(C)cc3C)n2)CC1	1	0.0	4	5	0	0	.	1	2
CC(C)CCNC(=O)C1CCCCN1S(=O)(=O)c1ccc(F)cc1 (stereo not given)	1	0.2	15	-5	-3	0	-3.9	7	-1
C=CC[C@@H](CC(=O)N[C@H](CO)Cc1ccccc1)C(=O)N[C@@H](COC(=O)[C@@H](CC=C)CC(=O)OC(C)(C)C)Cc1ccccc1	.	0.4	3	.	.	6	.	.	-4
CC(C)(C)NC(=O)/C(=C/c1ccco1)c1ccccc1	4	0.1	2	5	-3	0	-3.2	2	2
CCN(CC(=O)NCc1cccs1)C(=O)/C=C/c1ccc(OC)cc1OC	-1	0.0	5	3	-2	0	-0.4	4	-3
COc1ccccc1/C=N/Nc1cc(C)nc2ccc(C)cc12	1	-0.1	2	2	-5	2	3.9	2	1
CC1(NS(=O)(=O)c2ccc(Cl)s2)CCS(=O)(=O)C1 (stereo not given)	.	0.1	-2	.	.	1	.	.	-13
COC(=O)CN1C(=O)[C@H]2[C@@H](c3ccc(C)o3)N3C(=O)CN(CCO)C(=O)[C@@]3(C)[C@H]2C1=O	4	-0.1	2	16	-2	0	2.6	7	-1
CC(=O)N1c2ccccc2S(=O)(=O)c2ccccc21	-1	0.1	-3	-9	-5	5	-0.3	-2	14
Cn1c(=O)c(C(=O)Nc2ncccn2)c(O)c2ccccc21	-7	-0.1	4	-5	1	1	.	-1	8
COCCNC(=O)C(c1ccc(C)cc1)N(C(=O)CCC(=O)Nc1ccccn1)c1ccccc1C (stereo not given)	1	-0.1	-3	-4	-1	0	0.5	0	0
CCc1nnc(/N=C/c2c(O)n(-c3ccc(Cl)cn3)c(=O)c3ccccc23)s1	-8	0.1	5	-12	0	0	5.4	3	8
COCCN(Cc1cc2cccc(C)c2n2nnnc12)C(=O)C(F)(F)F	4	-0.1	2	3	-2	2	-0.8	6	8
COC(=O)CCC(=O)OC1(C)C(=O)C=C2C=C(C3CC3)N(CC3CC3)C=C2C1=O (stereo not given)	-1	0.0	29	15	3	1	-8.5	20	29
Cc1nc(SC(C)C)[nH]c(=O)c1Cc1ccccc1	5	-0.1	5	9	0	0	1.9	5	7
COCCNC(=O)COC(=O)c1[nH]c(C)c(C(C)=O)c1C	0	0.0	0	-3	-6	1	-0.2	3	-3

These rows are one share of the data; count on the stated rates, not on these rows.
